# Sm TGR inh – S. mansoni TGR enzyme inhibition; Potency, µM (top dose mostly 114 µM), without a hit: at the top dose activity change, negative = inhibition, most hits filed as inhibitors; 360,000 compounds, 3% hits; purified TGR, DTNB reduction, TNB absorbance 405 nm; note: potency is the fitted concentration of half-maximal effect; nearly all actives have a fitted effect of over 60% in size
#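 TGR 20 nM + NADPH 100 uM (dispensed conc.), cpd preinc 15 min RT; start with NADPH (500 uM addition) then DTNB (15 mM addition). Kinetic TNB absorbance, 405 nm filter. Four-parameter Hill fit across titration.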
# Giardia FBPA inh – Giardia lamblia aldolase inhibition | A8B2U2 | purified Giardia FBPA | Potency, µM (doses to about 59.6 µM), inactives show at the top dose activity, negative = inhibition, actives largely listed as inhibitors | 290,000 compounds, 0.71% hits; note: potency is the fitted concentration of half-maximal effect; nearly all actives have a fitted effect of over 55% in size
# Target sequence (A8B2U2 whole entry, looked up): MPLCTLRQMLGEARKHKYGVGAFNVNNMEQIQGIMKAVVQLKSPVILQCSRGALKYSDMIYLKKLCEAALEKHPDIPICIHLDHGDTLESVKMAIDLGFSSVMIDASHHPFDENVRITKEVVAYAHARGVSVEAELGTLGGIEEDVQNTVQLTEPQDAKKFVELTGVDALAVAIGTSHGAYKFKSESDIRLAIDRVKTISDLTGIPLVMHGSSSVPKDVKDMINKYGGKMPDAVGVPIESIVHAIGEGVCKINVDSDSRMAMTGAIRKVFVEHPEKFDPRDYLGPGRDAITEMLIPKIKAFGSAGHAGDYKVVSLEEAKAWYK
#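 Giardia FBPA (40 nM reagent) was preincubated 10 min at RT with compound (up to 57.5 uM final), then substrate plus GAPDH/TPI/NAD/arsenate coupling system with diaphorase/resazurin was added; resorufin fluorescence (525/598 nm) was read after 20 min.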
# AMA1 RON2 block – disrupts binding of P. falciparum AMA1 to RON2 | AlphaScreen AMA1-biotinylated RON2 peptide binding | Potency, µM (top dose mostly 58.2 µM), for the others: top-dose activity change, negative = inhibition, most hits filed as inhibitors | 360,000 compounds, 0.2% hits | AID 720542;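 note: potency is the fitted concentration of half-maximal effect; 0% = vehicle wells and -100% = peptide control; nearly all actives have a fitted effect of over 45% in size; some results filed as inactive show a strong effect at the top dose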
#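 AMA1 (3D7) with his tag at 25 nM final met compounds first, then biotinylated RON2 peptide at 25 nM; detection used donor plus acceptor beads, 10 µg/mL apiece, read by AlphaScreen after 30 min at room temperature.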
# AmpC inh detg – AmpC beta-lactamase inhibition with detergent present; 370,000 compounds, 0.041% hits; P00811; AmpC hydrolysis of nitrocefin, absorbance 480 nm, 0.01% Triton; Potency, µM (top dose mostly 114 µM), for the others: top-dose activity change, negative = inhibition, actives largely listed as inhibitors;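 note: potency is the fitted concentration of half-maximal effect; 0% = no-compound wells and -100% = no-enzyme wells; nearly all actives have a fitted effect of over 25% in size; some results filed as inactive show a strong effect at the top dose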
# Target sequence (P00811 whole entry, looked up): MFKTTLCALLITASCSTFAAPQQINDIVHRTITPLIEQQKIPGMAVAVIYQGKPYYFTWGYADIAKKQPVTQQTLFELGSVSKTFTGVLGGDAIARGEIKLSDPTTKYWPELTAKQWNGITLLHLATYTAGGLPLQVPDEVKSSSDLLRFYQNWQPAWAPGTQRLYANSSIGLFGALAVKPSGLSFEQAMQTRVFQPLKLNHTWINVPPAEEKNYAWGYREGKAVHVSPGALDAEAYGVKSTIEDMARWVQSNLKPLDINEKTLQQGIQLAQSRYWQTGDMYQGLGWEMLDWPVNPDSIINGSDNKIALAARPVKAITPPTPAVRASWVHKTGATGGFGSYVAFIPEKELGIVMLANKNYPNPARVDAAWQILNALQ
#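 AmpC (5.3 nM in the dispensed reagent) in 20 mM phosphate pH 7.0 with 0.01% (detergent screen) or 0.0001% Triton X-100 was preincubated with compounds for 15 min at room temperature. Nitrocefin was then added from an 800 uM solution, and hydrolysis was followed at 480 nm.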
# HCV inhibitor – inhibitors of hepatitis C virus infection; AID 651820; 340,000 compounds, 3.4% hits; Potency, µM (titrated, usually from 41.8 µM), for inactives: at the top dose activity change, negative = inhibition, usual class: inhibitors; Huh7.5.1 HCVcc-Cre infection, luciferase reporter, 44 h; note: potency is the fitted concentration of half-maximal effect
#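 Infectious HCVcc-Cre (~0.5 moi) was added to cells just after compound, with cells seeded 4 h earlier at 1,000 per well. Luciferase activity after 44 h culture reported infection; substrate was incubated 15 min at room temperature before reading.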
# HCMV inh – human cytomegalovirus inhibition; HFF cells, HCMV-luciferase reporter, 72 h; hits give low values; AID 1259415; activity change, negative = inhibition, % at 57.5 µM; 410,000 compounds, 4.5% hits; in the data active = activity change below about -60%; inconclusive = no clear call, values can overlap the other calls; inactive = above about -39%
#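 Luciferase read-out from HCMV-luciferase-infected HFFs (MOI 1 PFU/cell) 72 h post infection at 37C; compounds added after 16 h cell attachment; activity normalized between buffer-only basal and Salinomycin (10uM) inhibitor controls.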
# Starred values were filed as active, the others as inactive; u = inconclusive; x = not tested or not shown; [ ] = remark or other dose. Unless noted, calls come from the whole dose curve; as a rule, active = well fitted curve in the direction sought with a large enough effect; inconclusive = small, poorly fitted or top-dose-only effect, or another doubt; inactive = no such curve, though single readings can be large; an effect the other way counts as inactive or inconclusive. Unless noted, % is set by controls: 0 for no effect and ±100 for the full control effect.
1	COc1ccc(CCc2nc(-c3cccs3)no2)cc1
2	CN(C(=S)NC(=O)c1ccccc1)C1CCCCC1
3	OC1CCCN(c2c3c(nc4cc(-c5cccc(F)c5)nn24)CCCC3)C1 (configuration not stated)
4	CCCS(=O)(=O)Nc1ccc(N2CCCCC2)c(S(=O)(=O)Nc2ccccc2OC)c1
5	CCOc1ccc2ncc3c(-c4cccc(OC)c4)nn(-c4ccccc4)c3c2c1
6	COCCC(=O)N1CCC(Oc2ccc(C(=O)N3CCCCC3CCO)cc2)CC1 (configuration not stated)

entry no.	1	2	3	4	5	6
Sm TGR inh	-4%	5%	x	4%	-8%	-8%
Giardia FBPA inh	4%	u	-19%	x	x	-3%
AMA1 RON2 block	38%[activator]	76%[activator]	19%	-27%	x	9%
AmpC inh detg	-11%	0%	0%	-21%	u	u
HCV inhibitor	10%	10%	6.3µM*	u	x	1%
HCMV inh	39	u	5	-24	-29	-4

7	CCC(=O)Nc1ccc(/C(C)=N/NC(=O)c2c(-c3ccccc3Cl)noc2C)cc1
8	O=C(Nc1ccccc1)c1oc2ccccc2c1NC(=O)C1CC1
9	CCN(Cc1ccccc1)S(=O)(=O)c1nc2nc(C)c(C)c(C)n2n1
10	CCOC(=O)CCc1c(C)c2ccc(OCC(=O)N(CC)CC)c(C)c2oc1=O
11	CCN1C(=O)c2ccccc2S(=O)(=O)c2ccc(C(=O)NCc3ccccc3OC)cc21
12	CC(C)(C)c1nnc(NC(=O)c2ccc3c(c2)OCO3)s1

entry no.	7	8	9	10	11	12
Sm TGR inh	3%	5%	-13%	-4%	1%	4%
Giardia FBPA inh	9%	2%	12%	-2%	x	-22%
AMA1 RON2 block	7%	3%	-11%	29%	x	12%
AmpC inh detg	5%	1%	-5%	-2%	-13%	5%
HCV inhibitor	-13%	11%	3%	u	x	3%
HCMV inh	3	u	-25	4	-9	197

13	COCCN(Cc1ccco1)C(=O)C1CCCN(c2ncnc3c2nc2n3CCCCC2)C1 (configuration not stated)
14	O=C(Nc1ccc(F)cc1F)Nc1ccccc1C(=O)NCCN1CCNC1=O
15	CC(C)CNC(=O)NC(=O)COC(=O)COc1ccc(Cl)cc1Cl
16	COCCNC(=O)CN(c1cc(Cl)ccc1OC)S(C)(=O)=O
17	CCOC(=O)CSc1nc2c(cnn2-c2ccc(C)cc2)c(=O)[nH]1
18	CCc1cccc(NC(=O)C2CCN(S(=O)(=O)c3ccc4[nH]c(=O)ccc4c3)CC2)c1

entry no.	13	14	15	16	17	18
Sm TGR inh	-3%	15%	-3%	7%	41%[activator]	1%
Giardia FBPA inh	x	-4%	0%	11%	-10%	11%
AMA1 RON2 block	7%	-5%	-2%	-2%	0%	3%
AmpC inh detg	4%	7%	4%	0%	2%	-7%
HCV inhibitor	7%	-2%	38%[activator]	4%	-9%	15%
HCMV inh	-18	-17	-6	30	-19	33

19	COc1ccc(CCNC(=O)c2ccc3c(c2)CCN3S(=O)(=O)c2ccc(C)cc2)cc1
20	COC(=O)c1ccc(NC(=O)c2ccccc2CC[N+](=O)[O-])cc1
21	COc1ccc(NC(=O)CCc2nnc3n(CC(C)C)c(=O)c4ccccc4n23)cc1
22	Cc1ccc2c(c1)cc(CN(Cc1ccco1)C(=O)COc1ccccc1)c1nnnn12
23	O=C(Nc1nnc(SCC(=O)N2CCCCC2)s1)c1ccccc1F
24	CCCCn1c(N)c(N(CCOC)C(=O)CCc2ccc(OC)cc2)c(=O)[nH]c1=O

entry no.	19	20	21	22	23	24
Sm TGR inh	-1%	-8%	-2%	-16%	-14%	-11%
Giardia FBPA inh	x	1%	x	0%	3%	7%
AMA1 RON2 block	x	4%	x	9%	9%	-5%
AmpC inh detg	2%	-4%	22%	-4%	-4%	u
HCV inhibitor	x	-9%	x	-24%	6%	17%
HCMV inh	-31	-28	u	-6	85	u

25	COc1cccc(Cn2c(-c3nonc3N)nc3ccccc32)c1
26	Cc1cc(C)cc(Oc2c(C(F)(F)F)oc3cc(OCC(=O)NC4CCCCC4)ccc3c2=O)c1
27	C[C@H](NC(=O)OC(C)(C)C)c1nnc(SCC(N)=O)o1
28	COCc1ccc(C(=O)N2CCc3c([nH]c4ccccc34)C2c2ccccn2)s1 (configuration not stated)
29	COc1cc2c(cc1/C=C1/NC(=O)N(CC(=O)Nc3ccccc3)C1=O)OCO2
30	CC(C)N(C(=O)COC(=O)c1ccccc1C(=O)c1ccc(Cl)c([N+](=O)[O-])c1)C(C)C

entry no.	25	26	27	28	29	30
Sm TGR inh	6%	-5%	u	x	-12%	-6%
Giardia FBPA inh	3%	x	0%	-8%	-6%	-5%
AMA1 RON2 block	11%	x	0%	-17%	35%[activator]	-11%
AmpC inh detg	3%	-1%	-14%	-1%	1%	-1%
HCV inhibitor	u	x	22%	-11%	6%	u
HCMV inh	-18	4	44	-32	-26	-27

31	Cc1ccc(NC(=O)CN(C)S(=O)(=O)c2cnc[nH]2)cc1C
32	N#CCC(=O)N1CCN(C=O)CC1
33	O=C(CC1CCCC1)Nc1cc(S(=O)(=O)N2CCOCC2)ccc1O
34	OC(c1cc(-c2ccc(Cl)cc2)nc2ccccc12)C1CCCCN1 (configuration not stated)
35	Nc1ncc(Br)cc1S(=O)(=O)NCCC(=O)NCCc1ccc(Cl)cc1
36	N#Cc1cnn2c(-c3cccc(C(F)(F)F)c3)ccnc12

entry no.	31	32	33	34	35	36
Sm TGR inh	0%	-10%	0%	1%	5%	7%
Giardia FBPA inh	5%	2%	x	3%	x	-24%
AMA1 RON2 block	-1%	10%	-7%	0%	-7%	2%
AmpC inh detg	-8%	-1%	-2%	-10%	0%	8%
HCV inhibitor	7%	6%	0%	u	-7%	-22%
HCMV inh	1	3	-11	4	-33	-3

37	O=C(/C=C/c1ccc2ccccc2n1)N1CCN(c2ccccc2)CC1
38	CC(=O)c1c(C)[nH]c(C(=O)Nc2cc(S(=O)(=O)N3CCCCC3)ccc2C)c1C
39	Nc1nnc(SCC(=O)Nc2cc(F)ccc2F)s1
40	O=C(CNC(=O)c1ccc(S(=O)(=O)N2CCCC2)cc1)N/N=C/c1ccco1
41	CCN1C(=O)/C(=C2\SC(N3CCOCC3)=NC2=O)c2ccccc21
42	COc1ccc(NC(=O)N(Cc2cc3cc(OC)ccc3[nH]c2=O)CC2CCCO2)cc1 (configuration not stated)

entry no.	37	38	39	40	41	42
Sm TGR inh	-14%	6%	6%	-13%	11%	-14%
Giardia FBPA inh	-4%	x	x	6%	2%	-20%
AMA1 RON2 block	-15%	0%	24%	0%	47%[activator]	-5%
AmpC inh detg	1%	u	-4%	-8%	-5%	-10%
HCV inhibitor	4%	u	-3%	-12%	12%	u
HCMV inh	-21	-5	-5	-2	28	-24

# Profiles from above. Values in the order: Sm TGR inh | Giardia FBPA inh | AMA1 RON2 block | AmpC inh detg | HCV inhibitor | HCMV inh
# COc1ccc(NC(=O)CCc2nnc3n(CC(C)C)c(=O)c4ccccc4n23)cc1 is listed with -2% | x | x | 22% | x | u
# COCc1ccc(C(=O)N2CCc3c([nH]c4ccccc34)C2c2ccccn2)s1 (configuration not stated) is listed with x | -8% | -17% | -1% | -11% | -32
# O=C(CC1CCCC1)Nc1cc(S(=O)(=O)N2CCOCC2)ccc1O is listed with 0% | x | -7% | -2% | 0% | -11

# Continued.
43	CC(=O)NC(CC(=O)O)C(=O)O (configuration not stated)
44	O=C1CSC(=NC(=O)c2ccccc2)N1
45	CCOc1cc(/C=C/C(=O)c2ccc(C)cc2)ccc1OCC(=O)N(C)C
46	CCOC(=O)c1c(C)[nH]c(C(=O)C(C)Cl)c1C (configuration not stated)
47	CC1(NC(=O)Cc2ccc(Cl)c(Cl)c2)CCS(=O)(=O)C1 (configuration not stated)
48	O=C(CN1CCN(C(=O)c2ccccc2)CC1)Nc1cc(S(=O)(=O)N2CCCC2)ccc1Cl

entry no.	43	44	45	46	47	48
Sm TGR inh	3%	-7%	-10%	u	0%	-3%
Giardia FBPA inh	-13%	-14%	-2%	-8%	x	x
AMA1 RON2 block	-3%	-2%	0%	-18%	0%	10%
AmpC inh detg	-13%	u	-1%	-3%	u	-6%
HCV inhibitor	-8%	10%	u	-18%	7%	u
HCMV inh	x	5	-97*	1	2	3

49	O=Cc1c(Nc2ccccc2Cl)nc2ccccn2c1=O
50	O=C(CSc1ncn[nH]1)Nc1c(F)cc(F)cc1Br
51	O=[N+]([O-])c1ccc(-c2cc(-c3ccncc3)nc3ccc4ccccc4c23)cc1
52	COc1ccc(C(=O)OCC(=O)c2c[nH]c3ccccc23)cc1OC
53	CCOCC(=O)Nc1ccc(S(=O)(=O)Nc2ncccn2)cc1
54	CSc1nc(SCC(=O)NCc2ccco2)c2c3c(sc2n1)COC(C)(C)C3

entry no.	49	50	51	52	53	54
Sm TGR inh	10µM*	2%	23%	-13%	-1%	-18%
Giardia FBPA inh	-8%	-3%	15%	x	-10%	0%
AMA1 RON2 block	-7%	-1%	-7%	10%	2%	-2%
AmpC inh detg	u	-8%	-3%	2%	2%	-17%
HCV inhibitor	13%	0%	-7%	-21%	0%	u
HCMV inh	13	-12	-9	16	19	9

55	CCc1ccccc1NC(=O)/C(C#N)=C/c1ccc(Sc2ccccc2)o1
56	CCOC(=O)C(C)Sc1nnc(-c2ccccc2O)n1-c1ccc(C)cc1 (configuration not stated)
57	CCOC(=O)c1ccc2ncc(C(=O)OCC)c(Nc3ccc(N4CCOCC4)cc3)c2c1
58	CS(=O)(=O)N(CC(=O)Nc1cc(Cl)ccc1Cl)c1ccccc1Cl
59	CC(C)CN(CC(C)C)S(=O)(=O)N1CCC(C(=O)NCCN2CCOCC2)CC1
60	CCN(CC)C(=O)c1ccc(NC(=O)COc2ccccc2F)cc1

entry no.	55	56	57	58	59	60
Sm TGR inh	-4%	-20%	-8%	-5%	0%	-1%
Giardia FBPA inh	-5%	-16%	-8%	-3%	1%	1%
AMA1 RON2 block	-7%	29%	u	3%	13%	-1%
AmpC inh detg	-5%	-10%	-6%	-12%	-2%	0%
HCV inhibitor	-8%	2%	u	-18%	2%	3%
HCMV inh	-30	7	u	-31	-27	-22

# Entries above containing a thiophene ring, fused or not:
1	COc1ccc(CCc2nc(-c3cccs3)no2)cc1
28	COCc1ccc(C(=O)N2CCc3c([nH]c4ccccc34)C2c2ccccn2)s1 (configuration not stated)
54	CSc1nc(SCC(=O)NCc2ccco2)c2c3c(sc2n1)COC(C)(C)C3

entry no.	1	28	54
Sm TGR inh	-4%	x	-18%
Giardia FBPA inh	4%	-8%	0%
AMA1 RON2 block	38%[activator]	-17%	-2%
AmpC inh detg	-11%	-1%	-17%
HCV inhibitor	10%	-11%	u
HCMV inh	39	-32	9

# Bioassay records from PubChem.

# Not a hit list; overall some 9.3% were active at least once.
